Screening results as filed in PubChem BioAssay.
MEX-5 binding = MEX-5 zinc finger RNA-binding disruptors – biochemical, C. elegans, fluorescence polarization, MLPCN library, primary screen; activity score (negative = inhibition of binding), % at 10 µM; AID 1832, 2009; MEX-5/FITC-TCR2 RNA binding; stronger effect = lower value; 0.38% of 300,000 active;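 active = inhibition past about -25% in most replicates, and total fluorescence under double the plate's negative control median, limit read from the data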;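 also: 0% = DMSO and -100% = 5 µM competing unlabeled TCR2 RNA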
Target sequence (Q9XUB2 whole entry, looked up): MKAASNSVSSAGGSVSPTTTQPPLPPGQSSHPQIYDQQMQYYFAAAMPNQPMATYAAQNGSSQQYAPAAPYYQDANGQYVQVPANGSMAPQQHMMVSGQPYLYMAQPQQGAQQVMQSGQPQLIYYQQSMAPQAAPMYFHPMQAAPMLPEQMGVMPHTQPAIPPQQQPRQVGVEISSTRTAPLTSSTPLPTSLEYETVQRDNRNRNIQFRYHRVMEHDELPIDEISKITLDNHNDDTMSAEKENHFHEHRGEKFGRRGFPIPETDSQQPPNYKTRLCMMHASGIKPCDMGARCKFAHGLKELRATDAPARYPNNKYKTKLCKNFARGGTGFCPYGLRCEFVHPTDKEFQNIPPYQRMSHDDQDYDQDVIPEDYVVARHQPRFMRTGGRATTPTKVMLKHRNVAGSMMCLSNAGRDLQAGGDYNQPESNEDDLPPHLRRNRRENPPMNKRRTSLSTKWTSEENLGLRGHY
BCLXL inh = inhibitors of human Bcl-xL, primary screen, biochemical, fluorescence polarization, HTS; Bcl-2-like protein 1 (Homo sapiens), Q07817; GST-Bcl-xL / FITC-Bim BH3 peptide fluorescence polarization; inhibition, % at 10.9 µM; 0.7% of 320,000 active;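 active = inhibition above the mean of all tested compounds plus 3 SD, cutoff set per campaign, cut at about 30% in these data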;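 also: 0% = DMSO wells and 100% = unlabeled Bim-BH3 peptide competitor; inhibitors lower millipolarization by displacing the labeled peptide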
PAD4 inh = human PAD4 inhibitors, primary screen, biochemical, fluorescence polarization, 1536-well format; inhibition, % at 6.36 µM; recombinant PAD4, RCA probe fluorescence polarization; 0.41% of 330,000 active; Protein-arginine deiminase type-4 (Homo sapiens), Q9UM07;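 active = percent inhibition above a cutoff equal to the mean of all tested compounds plus 3 SD, cut at about 15% in these data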;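 also: 0% = PAD4 with RCA probe and DMSO and 100% = probe without PAD4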
Target sequence (Q9UM07 whole entry, looked up): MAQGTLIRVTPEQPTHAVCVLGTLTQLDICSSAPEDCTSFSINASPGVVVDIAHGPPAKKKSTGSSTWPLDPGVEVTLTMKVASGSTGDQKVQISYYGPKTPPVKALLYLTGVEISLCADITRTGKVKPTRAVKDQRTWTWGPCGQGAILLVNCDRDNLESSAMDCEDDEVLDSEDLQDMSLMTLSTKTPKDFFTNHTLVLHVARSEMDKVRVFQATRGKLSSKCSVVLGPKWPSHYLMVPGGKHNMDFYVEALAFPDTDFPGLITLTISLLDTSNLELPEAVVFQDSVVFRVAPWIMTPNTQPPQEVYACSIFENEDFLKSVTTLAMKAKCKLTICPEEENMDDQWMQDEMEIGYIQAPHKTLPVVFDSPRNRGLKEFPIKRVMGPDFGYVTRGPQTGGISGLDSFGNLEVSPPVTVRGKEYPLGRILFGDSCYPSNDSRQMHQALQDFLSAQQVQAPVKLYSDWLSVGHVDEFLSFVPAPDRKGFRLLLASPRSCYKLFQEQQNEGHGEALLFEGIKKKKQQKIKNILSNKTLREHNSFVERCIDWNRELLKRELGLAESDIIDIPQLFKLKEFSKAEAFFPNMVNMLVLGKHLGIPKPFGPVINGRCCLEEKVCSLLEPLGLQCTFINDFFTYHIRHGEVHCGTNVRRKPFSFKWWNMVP
GLD-1 RNA inh = GLD-1/TGE RNA complex disruptors, primary screen, biochemical, fluorescence polarization | Female germline-specific tumor suppressor gld-1 (Caenorhabditis elegans), Q17339 | purified GLD-1 + fluorescein TGE RNA | inhibition, % at 5.96 µM | 0.44% of 320,000 active | AID 2280, 2010;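 active = percent inhibition above a per-plate cutoff, the plate mean of test compounds plus 3 SD, cut at about 30% in these data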;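 also: 0% = DMSO wells with GLD-1 and probe and 100% = wells lacking GLD-1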
TPT1 inh = Candida albicans TPT1 enzyme inhibitors, primary screen, biochemical, fluorescence polarization; tRNA 2'-phosphotransferase TPT1 (Candida albicans SC5314); recombinant caTPT1, FP RNA substrate dephosphorylation; inhibition, % at 5 µM; 0.81% of 300,000 active; AID 1962, 2009;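 active = inhibition above the mean of all tested compounds plus 3 SD, set per screening campaign, cut at about 24% in these data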;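 also: plate controls were DMSO alone for no effect and ferristatin control at 100 nM for full effect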
GSTO1 inh = inhibitors of recombinant GSTO1, primary screen, counter-screen for RBBP9 inhibitor project, biochemical, fluorescence polarization | Glutathione S-transferase omega-1 (Homo sapiens), P78417 | inhibition, % at 5.96 µM | 1.1% of 300,000 active | activity-based probe fluorescence polarization | AID 1974, 2009;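 active = inhibition above the campaign mean inhibition plus 3 SD, cut at about 35% in these data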;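 also: 0% = GSTO1-1 with DMSO and 100% = wells lacking GSTO1-1 enzyme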
MCL1-BIM inh = inhibitors of MCL1 binding to BIM-BH3, primary screen, biochemical, fluorescence polarization; Induced myeloid leukemia cell differentiation protein Mcl-1 (Homo sapiens), Q07820; inhibition, % at 10.9 µM; AID 2057, 2009; GST-MCL1 / FITC-Bim-BH3 fluorescence polarization; 0.68% of 320,000 active;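 active = inhibition above the mean inhibition of all tested compounds plus 3 SD, set per campaign, cut at about 40% in these data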;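 also: 0% = DMSO wells and 100% = unlabeled Bim-BH3 peptide control; higher means more loss of mP so more displacement of Bim peptide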
PME-1 primary = PME-1 inhibitors via competitive probe labeling, primary screen, biochemical, fluorescence polarization, FP-Rh probe, HTS. 0.53% of 320,000 active. inhibition, % at 5.9 µM. Protein phosphatase methylesterase 1 (Homo sapiens), Q9Y570. recombinant PME-1;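 active = inhibition above the campaign mean of all compounds plus 3 SD, cut at about 26% in these data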;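 also: competitive labeling of PME-1 active site by serine hydrolase directed probe; 0% = PME-1 with DMSO and 100% = wells lacking PME-1 enzyme; inhibitors block probe labeling so polarization falls and inhibition rises; many of its hits are not listed in these tables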
Fam108B inh = mouse Fam108B serine hydrolase inhibitors, primary screen, counter-screen for RBBP9 inhibitor project, biochemical, fluorescence polarization; recombinant Fam108B, FP-Rh probe fluorescence polarization; inhibition, % at 9.51 µM; 0.33% of 300,000 active; AID 1947, 2009;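 active = inhibition above the screen mean inhibition plus 3 SD, computed separately per campaign, cut at about 18% in these data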;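 also: inhibitors lower polarization as less probe binds the enzyme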
Starred values were filed as active, the others as inactive; / = no result given. An excerpt; the hit share may differ from the screen's.

SMILES	MEX-5 binding	BCLXL inh	PAD4 inh	GLD-1 RNA inh	TPT1 inh	GSTO1 inh	MCL1-BIM inh	PME-1 primary	Fam108B inh
CCCSc1nc2c(=O)[nH][nH]c(=O)c2n1Cc1ccccc1	-3.6	-4	4	4	4	-1	-13	-4	-4
Cc1cc2ncn(-c3nnnn3-c3ccccc3)c2cc1C	0.5	4	-3	-4	1	-4	1	-3	-2
CCn1cc(CNC(=O)C2CCC(=O)N(C3CCCCCC3)C2)cn1 (configuration not stated)	-3.1	0	-2	-5	3	3	-1	-2	1
Cc1ccccc1NC(=O)COc1coc(CN2CCN(Cc3ccccc3)CC2)cc1=O	0.6	0	-8	4	1	-1	0	7	0
CCOC(=O)C1=C(CSc2nc3c(cc2C#N)CN(C)CC3)OC(N)=C(C#N)C1c1ccccc1 (configuration not stated)	-6.3	68*	0	27	5	17	85*	-5	9
Cc1sc2nc(SCC(=O)N3CCOCC3)[nH]c(=O)c2c1C	-0.9	2	0	-6	-2	-6	-3	-1	5
O=C(NCC1CCCN1S(=O)(=O)c1cccs1)c1cccc([N+](=O)[O-])c1 (configuration not stated)	0.5	2	0	4	-2	8	2	0	4
COCCNC(=O)C12CC3CC(CC(Cl)(C3)C1)C2	1.9	-3	0	2	-2	9	-9	2	5
Cn1c(=O)c2ncn(CC(=O)Nc3nc(-c4ccc(Cl)cc4)cs3)c2n(C)c1=O	-2.5	3	2	-6	-1	-3	-3	-18	-12
Cc1cc(=O)oc2cc(OCC(=O)OCc3nnc(-c4ccccc4)o3)ccc12	-1.1	3	3	9	-3	3	3	-2	0
O=C1C2CC=CCC2C(=O)N1c1nc2n(n1)C(c1ccccc1)CC(c1ccccc1)N2 (configuration not stated)	-0.5	7	-3	3	-3	11	12	-5	1
COc1ccc(NC(=O)CSc2nnc3ccc(-c4ccccn4)nn23)c(OC)c1	-4.6	6	-3	7	-3	4	0	-4	0
CCOC(=O)c1nn(-c2ccc(OCC)cc2)c(C)c1C(C)=O	-3.4	3	-3	0	-1	-4	8	2	5
Cn1nc(C(=O)Nc2c(-c3ccccc3)nc3sccn23)c2ccccc2c1=O	-1.2	6	-2	-9	-7	7	8	5	12
Cn1nnc(NC(=O)c2cccc(OCc3ccccc3)c2)n1	1.6	6	-4	0	-7	0	0	5	-1

Entries of single compounds, quoted from the list:
Cc1sc2nc(SCC(=O)N3CCOCC3)[nH]c(=O)c2c1C reads MEX-5 binding: -0.9; BCLXL inh: 2; PAD4 inh: 0; GLD-1 RNA inh: -6; TPT1 inh: -2; GSTO1 inh: -6; MCL1-BIM inh: -3; PME-1 primary: -1; Fam108B inh: 5
Cc1ccccc1NC(=O)COc1coc(CN2CCN(Cc3ccccc3)CC2)cc1=O reads MEX-5 binding: 0.6; BCLXL inh: 0; PAD4 inh: -8; GLD-1 RNA inh: 4; TPT1 inh: 1; GSTO1 inh: -1; MCL1-BIM inh: 0; PME-1 primary: 7; Fam108B inh: 0

(list continues)
SMILES	MEX-5 binding	BCLXL inh	PAD4 inh	GLD-1 RNA inh	TPT1 inh	GSTO1 inh	MCL1-BIM inh	PME-1 primary	Fam108B inh
O=C(CSc1ncn[nH]1)c1ccccc1	19	-4	4	6	-4	1	-17	2	-1
Cc1nc(N2CCOCC2)[nH]c(=O)c1C(O)C(Cl)(Cl)Cl (configuration not stated)	/	8	3	8	0	-12	2	-11	-7
Cc1ccc2nc(SCC(=O)Nc3ccc4c(c3)OCCO4)nc(=O)n2c1	-1.4	0	-1	7	-2	12	1	1	2
COc1cccc(C(C(=O)NC(C)(C)C)N(C(=O)CCC(=O)Nc2cc(C)on2)C(C)(C)C)c1OC (configuration not stated)	-1.5	-1	-4	3	-1	-10	-1	-2	-4
Cc1nc(-c2ccccc2)nn1-c1ccc([N+](=O)[O-])cc1	-0.1	6	-5	6	2	-2	-2	0	0
CCCCCC(O)(CCCCC)C(=O)NNc1ccccc1	-3.2	4	1	3	-2	4	6	-2	3
O=C(NC1CCCCC1)C(c1ccccc1F)N(Cc1ccco1)C(=O)Cn1nnc2ccccc21 (configuration not stated)	0.7	2	-1	-6	-2	-3	1	-10	-1
CN(/N=C/c1ccc2c(c1)OCO2)c1nc(N2CCOCC2)nc(N2CCOCC2)n1	0.0	0	0	-4	1	8	6	2	-1
CC(=O)/C(=N/Nc1ccc(Br)cc1)N1CCCc2ccccc21	0.3	10	-6	0	-3	7	8	-5	-4
Nc1nc2ccc(C(=O)NCCOC(=O)C3CCCCC3)cc2s1	-0.2	6	8	6	-1	11	0	-4	0
NCCN1CCN(S(=O)(=O)c2ccc([N+](=O)[O-])cc2)C=C1c1ccc(Cl)cc1	/	14	-2	-4	/	/	10	0	/
Cc1[nH]nc2nc(SCC(=O)NC3CCCCC3)n(-c3ccc(Br)cc3)c(=N)c12	-0.6	0	-5	3	-1	-9	-7	-3	-10
O=C(O)CCn1cc(C2CC(c3ccccc3)=NN2c2ccccc2)c(-c2ccccc2)n1 (configuration not stated)	-1.3	5	4	-4	0	5	3	5	2
CC12CCC(=O)N1C(C(=O)Nc1nc(-c3cc(F)ccc3F)cs1)CS2 (configuration not stated)	1.1	-5	2	-5	-2	4	-9	1	-4
C/C(=N\NC(=O)c1ccco1)c1cccc2ccccc12	-4.5	2	2	-3	2	3	8	1	0
CCOc1ccc(S(=O)(=O)N2CCC(C(=O)NC3CCCC3)CC2)cc1	0.0	1	-2	1	2	1	4	5	-1
Cc1cc(C)nc(N2CCC(C(=O)NC3CCCCCC3)CC2)n1	-0.5	7	2	-1	-1	3	11	4	0
COc1ccc(N2CCN(C(=O)CNC(=O)c3cccs3)CC2)cc1	1.9	7	-1	2	0	6	7	-1	1
NC(=O)c1nsc(C(=O)N(c2ccccc2)C(C(=O)NCC2CCCO2)c2ccc3ncccc3c2)c1N (configuration not stated)	-2.0	0	3	8	0	2	1	-2	0
CCC(=O)N1c2ccc(S(=O)(=O)NCCc3ccc(C)cc3)cc2CC1C (configuration not stated)	-4.0	4	0	1	-3	21	0	-5	2
CSc1ccc(S(=O)(=O)N2CCCC2)cc1	-0.6	-4	-2	5	-1	0	0	1	-2
CCOC(=O)C(C)Sc1nc2c(c(-c3cccs3)c1C#N)CCC2 (configuration not stated)	-3.9	-1	-3	-5	2	0	1	-8	-2
Cc1ccsc1C(=O)N1CCN(c2ccccn2)CC1	1.5	5	5	3	-7	0	1	2	1
Cc1ncc(CSc2ccc(Cl)cc2)c(CO)c1O	0.0	2	-1	8	0	-5	4	-6	3
C=CCN(CC=C)C(=S)NC(=O)/C=C/c1ccccc1	3.1	-3	-3	-8	3	5	0	4	2
COc1ccc(NC(=S)N2CCN(S(C)(=O)=O)CC2)cc1OC	0.1	2	-9	13	-1	-3	5	1	2
Cc1cccc(NC(=O)NC(=O)c2ccccc2)n1	1.3	6	5	3	-5	0	0	-6	-3
O=C(NCC1CCCO1)c1cc(-c2ccccc2)nc2ccc(Br)cc12 (configuration not stated)	2.5	-5	3	-5	-2	0	4	3	1
O=[N+]([O-])c1ccc2[nH]c3c(c2c1)CCCC3O (configuration not stated)	1.5	4	-1	-9	-1	-13	3	-1	-1
Cc1nn(-c2ccccc2)cc1C(=S)Nc1ccccc1	1.0	-2	-9	-2	0	-3	4	-5	-3
Cc1c(C(=O)N(Cc2ccc(N(C)C)cc2)CC2CCCO2)oc2ccccc12 (configuration not stated)	-1.2	2	-1	-2	-2	3	6	-3	2
CNc1ccccc1C(C)(C)c1cc(-c2cccc(OC)c2)no1	-1.2	14	-38	13	-8	-29	14	-31	-16
COc1ccc(OC)c(N/C(C)=C/C(=O)c2ccccc2)c1	0.7	10	-7	5	-2	-2	14	1	3
CC(C)CCNC(=O)C1CCC(CNS(=O)(=O)c2cccc3nsnc23)CC1 (configuration not stated)	-0.7	3	0	-7	2	1	2	5	-2
COc1ccc(-c2nnc(SC3CCOC3=O)n2C2CCCCC2)cc1OC (configuration not stated)	-1.8	-6	5	-1	3	5	-11	-3	-1
CN(CCNC(=O)c1ccc(CS(=O)(=O)c2c(Cl)cccc2Cl)o1)CCc1ccccc1	1.4	-3	0	-5	-1	2	2	-6	0
CN1C(=O)/C(=C\c2ccc(OC(=O)c3ccco3)cc2)SC1=S	1.0	-5	2	-8	-2	-1	-9	-5	0
COc1ccc(NC(=O)C2CCCN2C(=O)NCc2ccccc2)c(OC)c1 (configuration not stated)	1.2	5	2	-2	-4	6	5	-2	4
CC1(C)CC(=O)C(C=NCCN2CCN(C(=O)c3ccc(F)cc3)CC2)=C(O)C1	/	3	-3	0	1	5	11	-1	0
O=C(NCCNC(=O)c1ccccc1Br)c1ccccc1Br	0.2	7	-1	1	-1	18	9	9	0
Fc1ccc2nc(Nc3nc4c(s3)CCCC4)sc2c1	-0.4	-32	-8	-8	24*	-10	-46	2	-9
CCn1c(-c2ccccc2O)n[nH]c1=S	-3.0	-5	-2	4	-4	7	2	-2	-1
CCOC(=O)c1ccc(NC(=O)CSc2nc(SC)ns2)cc1	-2.6	1	6	6	4	-27	7	-11	-3
COc1ccc(S(=O)(=O)NC(CC(=O)NCCc2ccc(OC)c(OC)c2)c2ccco2)cc1 (configuration not stated)	-0.9	2	-1	4	0	8	2	-7	8
O=C(Nc1ccccc1F)c1ccc(-c2cccc([N+](=O)[O-])c2)o1	-0.3	2	-2	12	-1	-2	-2	-3	0
COC(=O)c1cc(NC(=O)CSc2nnc(CN3CCOCC3)n2C)ccc1Cl	4.3	1	-2	11	-5	1	-9	-1	-2
CC(C)Sc1nc2c(c(=O)[nH]1)C(c1cccs1)C1=C(CC(C)(C)CC1=O)N2 (configuration not stated)	1.5	4	2	-2	-1	-2	2	2	-2
COc1ccc(OCCCC(=O)N(C)CC(=O)Nc2c(C)cccc2C)cc1	-0.3	-16	0	-1	1	-5	-16	-4	0
Cn1nnnc1Sc1ncnc2scc(-c3ccccc3C(F)(F)F)c12	/	6	2	3	/	/	-2	0	/
COc1ccc(Br)cc1C(=O)Nc1cccc(C)c1	/	7	1	-1	-4	8	1	-1	2
O=C(CNC(=O)c1ccccc1C(F)(F)F)N/N=C/c1cccs1	4.0	3	2	7	-2	2	8	-1	2
CC(C)(C)C(=O)Nc1ccccc1N1CCN(C(=O)c2ccc(Cl)cc2)CC1	-1.3	6	-6	4	0	2	3	-2	-2
CC1CC(C)CN(CCCNC(=O)CN2C(=O)CSc3ccc(S(=O)(=O)N4CCCCC4)cc32)C1 (configuration not stated)	0.1	-6	-9	-7	0	-1	-11	-7	-5
COc1cc(F)ccc1CN1CCC(C(=O)Nc2ccc(Oc3ccccc3)nc2)CC1	0.2	0	-1	4	0	4	-9	3	4
CCOC(=O)c1sc(NC(=O)Nc2ccc(Cl)cc2)cc1C	-3.3	-2	-4	12	-1	-56	-5	20	44*
COc1cccc(CN2CC(C(=O)NCCCc3ccc(C)cc3)CCC2=O)c1 (configuration not stated)	-0.9	4	0	8	1	2	0	3	5
